GCN5L2 inh: GCN5L2 (KAT2A) acetyltransferase inhibition. Q92830. GCN5L2 HAT assay, ThioGlo1 CoA-SH fluorescence. Potency, µM (highest dose often 58.9 µM), for inactives: top-dose activity change, negative = inhibition, actives largely listed as inhibitors. 390,000 tested, 0.21% active. AID 504327
Target sequence (Q92830 whole entry, looked up): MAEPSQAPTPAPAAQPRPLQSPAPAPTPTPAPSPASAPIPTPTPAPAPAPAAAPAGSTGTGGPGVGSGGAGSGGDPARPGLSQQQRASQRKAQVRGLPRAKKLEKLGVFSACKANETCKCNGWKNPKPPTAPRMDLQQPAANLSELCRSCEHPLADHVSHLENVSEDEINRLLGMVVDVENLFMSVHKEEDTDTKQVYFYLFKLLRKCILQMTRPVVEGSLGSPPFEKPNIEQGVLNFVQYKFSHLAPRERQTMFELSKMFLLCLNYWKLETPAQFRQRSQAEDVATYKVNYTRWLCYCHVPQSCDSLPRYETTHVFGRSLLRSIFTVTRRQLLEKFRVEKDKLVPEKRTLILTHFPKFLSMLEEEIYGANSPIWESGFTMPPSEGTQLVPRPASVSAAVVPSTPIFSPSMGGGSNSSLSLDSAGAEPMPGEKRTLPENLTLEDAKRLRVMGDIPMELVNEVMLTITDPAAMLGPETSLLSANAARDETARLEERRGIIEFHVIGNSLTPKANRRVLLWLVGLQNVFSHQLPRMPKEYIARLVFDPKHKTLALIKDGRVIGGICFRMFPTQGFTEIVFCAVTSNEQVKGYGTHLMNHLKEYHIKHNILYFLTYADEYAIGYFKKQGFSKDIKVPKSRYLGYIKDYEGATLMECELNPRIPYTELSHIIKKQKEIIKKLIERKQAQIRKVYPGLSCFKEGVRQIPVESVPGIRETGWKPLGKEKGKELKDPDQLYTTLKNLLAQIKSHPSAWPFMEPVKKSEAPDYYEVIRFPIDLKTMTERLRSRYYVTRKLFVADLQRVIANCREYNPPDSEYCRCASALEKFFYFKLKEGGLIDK
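Enzyme at 20nM final was mixed with library compounds for 15 min at room temperature. Peptide H3(1-25) at 75uM, acetyl-CoA at 70uM and ThioGlo1 at 50uM were then added. Plates were read immediately and after 20 min (Ex340nm/Em540nm).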
DT40 TDP1 no CPT: qHTS for Inhibitors of human tyrosyl-DNA phosphodiesterase 1 (TDP1): qHTS in cells in absence of CPT | DT40 Tdp1-/- hTDP1 cells, no CPT, ATP luminescence, 48 h | Potency, µM (doses to about 46.2 µM), inactives show at the highest dose activity change, negative = growth inhibition, usual class: inhibitors | 420,000 tested, 15% active | AID 686978, 2013; also: nearly all actives have a fitted effect of over 55% in size
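A cellular qHTS used chicken DT40 cells lacking endogenous Tdp1 but carrying stably transfected human TDP1. Compounds were applied without camptothecin, and cell growth kinetics were judged by ATP-dependent luminescence after ≥48 hr.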
DT40 TDP1 CPT: DT40-hTDP1 cell growth loss with CPT; chicken DT40 Tdp1-/-;hTDP1 cells + 20 nM CPT, ATP luminescence, 48 h; Potency, µM (titrated, usually from 46.2 µM), for the others: at the top dose activity change, negative = growth inhibition, hits mostly inhibitors; 420,000 tested, 12% active; also: nearly all actives have a fitted effect of over 55% in size
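Chicken DT40 Tdp1-/- cells complemented with human TDP1, 400 cells/well, exposed to compounds plus 20 nM camptothecin for at least 48 h at 37 C; viability read as ATP content by CellTiter-Glo luminescence.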
An asterisk follows results filed as active; ? = inconclusive; · = not tested or not shown; & = joins results of further samples. Calls follow the shape of the dose curve; as a rule, active = well fitted curve in the direction sought with a large enough effect; inconclusive = small, poorly fitted or top-dose-only effect, or another doubt; inactive = no such curve, though single readings can be large; an effect the other way counts as inactive or inconclusive. % is scaled to controls: 0 for no effect and ±100 for the full control effect; potency is read from the fitted curve at half-maximal effect. Some of the compounds tested; rates above refer to the full screens.

SMILES	GCN5L2 inh	DT40 TDP1 no CPT	DT40 TDP1 CPT
Cc1ccc(NC(=O)C2C3C=CC4(O3)C2C(=O)N(CCCN2CCCCC2)C4C(=O)NC2CCCCC2)cc1Cl (centres undefined)	-1%	-51%	-24%
O=C(N/N=C/c1cc(Cl)c(O)c(Cl)c1)c1cc2c(ccc3ccccc32)o1	?	?	?
CC(Cn1cncn1)NC(=O)c1cc(COc2cccc(C(F)(F)F)c2)on1 (centres undefined)	-20%	-17%	-21%
O=c1oc2c(CN3CCOCC3)c(O)ccc2c2c1CCC2	-9%	-3%	-2%
COc1ccccc1N1CCN(CCC(=O)Nc2cccc(F)c2)CC1	0%	?	?
CCc1noc(C)c1C(=O)Nc1cc(S(=O)(=O)N2CCOCC2)ccc1OCC(F)(F)F	-7%	-1%	-3%
O=C(CSc1nc2c([nH]c3ccccc32)c(=O)n1-c1ccc(Cl)cc1)NCc1ccccc1	-1%	?	?
COCc1nnc(NC(=O)c2cc(C(=O)OC)cc([N+](=O)[O-])c2)s1	0%	0%	3%
Cc1cc(N/N=C/c2ccccc2F)c2ccccc2n1	0%	-12%	1%
CC1CCCCN1CCCNC(=O)c1cc(Sc2ccc(Cl)cc2)nc2ccccc12 (centres undefined)	4%	21µM*	18µM*
CCOc1ccc(C(=O)Nc2cccc(-c3ccc4nncn4n3)c2)cc1	-3%	?	21µM*
Cc1ccc(C(=O)Nc2nccs2)s1	-5%	10%	-2%
COC(=O)c1cccc(NC(=O)CCSc2ccc(Cl)cc2)c1C	3%	-28%	-16%
COC(=O)C(NC(=O)CCC(=O)N[C@@H](C(=O)OC)c1ccccc1)c1ccccc1 (some centres undefined)	19%	11%	8%
CCn1c(=O)n(CC)c2cc(N3CCCC3)c(NC(=O)c3cc(Cl)ccc3OC)cc21	-11%	21µM*	16µM*
COCCn1c(SC(C(=O)Nc2cc(C)ccc2OC)c2ccccc2)nnc1-c1ccc(Cl)cc1 (centres undefined)	-5%	0%	-6%
COc1cccc(C2CC(C(F)(F)F)n3ncc(C(=O)Nc4c(C)n(C)n(-c5ccccc5)c4=O)c3N2)c1 (centres undefined)	-1%	-15%	-7%
COc1ccc(C2C=C(c3ccccc3)Nc3nc(NC(=O)/C=C/c4ccc(F)cc4)nn32)cc1 (centres undefined)	1%	21µM*	21µM*
CC(Nc1nc(-c2ccc(F)cc2)cs1)c1nc2cc(Cl)c(Cl)cc2n1CCCO (centres undefined)	·	?	?
CCOC(=O)CSc1nc2ccccc2c(=O)n1-c1ccc(C)cn1	1%	-8%	-6%
CCOC(=O)c1ccc(NC(=O)c2ccc(CO)c(C(=O)NC3CCN(C(=O)OCC)CC3)c2)cc1	-1%	?	?
COc1ccc(C(C(=O)NC2CCCCC2)n2c(=O)c(-c3cc4ccccc4[nH]3)nc3ccccc32)cc1 (centres undefined)	·	15µM*	?
Cc1ccc(CNC(=O)c2cc3c(C)nc4ccccc4c3o2)cc1	-19%	7.3µM*	9.2µM*
COc1cc2c(cc1OC)CN(Cc1cc(OC)c(O)c(OC)c1)CC2	-4%	0%	-19%
O=C(CSc1nnc(-c2ccc(Br)cc2)o1)N1CCN(C(=O)c2ccco2)CC1	-2%	18µM*	?
(listing goes on)
SMILES	GCN5L2 inh	DT40 TDP1 no CPT	DT40 TDP1 CPT
COC(=O)c1cc2c(N)c(C(=O)c3ccccc3)sc2nc1C(OC)OC	?	?	?
O=C(Nc1nc(-c2ccc(F)cc2)cs1)c1cccnc1	-15%	?	-16%
COc1ccc(CNC(=O)C2CCN(C(=O)c3csc(Nc4ccc(C)cc4)n3)CC2)cc1	-3%	?	?
O=S(=O)(NCCSc1ccccn1)c1ccc(Cl)cc1	1%	-8%	11%
COc1ccc(CNC(=O)c2cccc3c(-c4cccc(C(N)=O)c4)coc23)cc1OC	·	5.2µM*	3.7µM*
COc1ccc(NC(=O)C2CCCO2)c(OC)c1 (centres undefined)	-11%	-1%	34%
CCCCCCCNC(=O)C1CC(=O)N(C)C(=Nc2ccc(OC)cc2)S1 (centres undefined)	-7%	?	?
C#CC[N+](CC)(CC)CC#Cc1ccccc1	-3%	18µM*	?
CCOC(=O)[C@]12CCC=C1N(Cc1ccco1)C(=O)[C@H](CC(=O)N1CCN(C(=O)c3ccco3)CC1)C2	·	-16%	-1%
CCCCN(C)CCNC(=O)c1ccc2c(c1)NC(=O)C(N1CCCCC1)S2 (centres undefined)	-1%	?	?
COc1ccc(CCNC(=O)CN2C(=O)C3(OCCCO3)c3ccccc32)cc1OC	-1%	-7%	-23%
CCCCOCC1CN(c2ccccc2)C(=O)CS1 (centres undefined)	-18%	0%	-6%
Clc1cccc(N/N=C(\Cc2nc3ccccc3[nH]2)c2ccccc2)c1	20%	?	?
O=C(NCc1ccccc1Cl)C1CCCN(c2ncnc3onc(-c4ccc(F)cc4)c23)C1 (centres undefined)	25%	16µM*	?
O=C(COc1ccc2ccccc2c1)NCC(=O)N/N=C/c1ccco1	-3%	3%	-20%
CC(C)(C)C(=O)NC1=NN(c2c(Cl)cc(Cl)cc2Cl)C(=O)C1	4%	-8%	1%
COc1cc(/C=N/Nc2nncc3ccccc23)cc(OC)c1OC	?	12µM*	21µM*
O=C(NCCc1ccccc1)c1cc(Sc2cccc(Cl)c2)nc2ccccc12	-3%	16µM*	?
CCOc1ccccc1N1CCN(S(=O)(=O)c2ccc(Cl)s2)CC1	-4%	?	?
CC1CCCC(C)N1C(=O)CN1C(=O)NC2(CCCCCC2)C1=O (centres undefined)	·	-25%	8%
O=C(NCCC1=CCCCC1)C(=O)NCc1ccccc1Cl	-3%	-3%	-1%
O=C(NCCc1ccc(Cl)cc1)C1CCCN1C(=O)Nc1ccc(F)cc1 (centres undefined)	2%	20%	-16%
Clc1ccccc1Cn1nc(-c2ccccc2)nc1-c1ccccc1	-3%	?	?
CC(C)Oc1ccc(/C=N/NC(=O)c2nnn(-c3nonc3N)c2CN(C)C2CCCCC2)cc1	2%	-12%	-5%
N#CCCn1c(=O)c(-c2ccc(Cl)cc2)nc2cnc(N3CCOCC3)nc21	-11%	21%	5%
The list continues.
SMILES	GCN5L2 inh	DT40 TDP1 no CPT	DT40 TDP1 CPT
CNS(=O)(=O)c1cc(N)ccc1C	1%	-1%	1%
CN(C)S(=O)(=O)NC(=O)C1=C(N2CCCC2)COC1=O	-2%	-10%	-6%
COc1cc(NC(=O)CSc2ccc(-c3sc(-c4ccccc4)nc3C)nn2)cc(OC)c1	-8%	16µM*	-87%
COc1ccc(NC(=O)N2CCOCC2)cc1	-5%	10%	-12%
Cc1nc(NC(=O)c2csc3ccccc23)sc1C	-3%	?	?
COc1ccc(NC(=O)CCN2CCN(S(=O)(=O)c3ccc(C(C)C)cc3)CC2)cc1	-5%	-21%	-30%
COc1cccc(C(=O)N(Cc2nc(-c3cccc(C)c3)no2)C(C)C)c1OC	-7%	18µM*	?
COC(=O)c1ccc(Cn2nnc3ccccc32)cc1	-2%	?	-17%
COc1cccc(N(CC(=O)N2CCN(C)CC2)S(=O)(=O)c2ccc(C)cc2)c1	-5%	-10%	-8%
O=C(Cn1c(NCCO)nc2ccccc21)c1ccc(Cl)cc1	-6%	?	-29%
COc1ccc(/C=C2\SC(=O)N(CC(=O)Nc3ccc(O)cc3)C2=O)cc1OC	0%	-2%	-17%
CC(C)(C)C(=O)Nc1ccccc1C(=O)Nc1ccccn1	1%	-2%	-10%
c1ccc(N=NC2=NN(c3ccccc3)CS2)cc1	·	5.8µM*	?
O=C(NCCNS(=O)(=O)c1cccc(C(F)(F)F)c1)c1cc(OCC(F)(F)F)ccc1OCC(F)(F)F	?	-27%	-2%
CCn1c(CNc2ccc(Cl)cc2)nnc1SCCN1CCCCC1	0%	18µM*	21µM*
CCn1cc(C(=O)N(C)c2ccc(C(C)C)cc2)c2cc(OC)c(OC)cc2c1=O	-4%	18µM*	?
CC(C)OCCCNC(=O)c1cn(C)c2ccc(S(=O)(=O)N(C)C3CCCCC3)cc2c1=O	1%&-1%	-26%&-24%	-10%&-23%
CCOC(=O)c1oc2cc(O)c(CC)cc2c(=O)c1-c1cscn1	-2%	-16%	-6%
CCCN1C(=O)CC(C(=O)OC)=C1C	-3%	-1%	4%
COc1ccc(Nc2ncnc3c2nc2n3CCCC2)cc1Cl	-12%	?	?
NC(=O)C1CC2(C1)CC(C(N)=O)C2 (centres undefined)	·	-3%	-5%
COc1ccccc1NC(=O)c1ccc(CN2C(=O)C(C)=C(c3ccc(C)c(C)c3)S2(=O)=O)cc1	-26%	?	?
C=CCNC(=O)c1nn2cccnc2c1Cl	-2%	-1%	7%
Cc1cccc(-c2cnc(C(O)c3ccc(F)c(C)c3)[nH]2)c1 (centres undefined)	·	?	-19%
COc1ccc(N(CC(=O)Nc2ccc(F)c(F)c2)S(=O)(=O)c2c(C)n[nH]c2C)cc1	-27%	6%	-6%
Next section
SMILES	GCN5L2 inh	DT40 TDP1 no CPT	DT40 TDP1 CPT
CC(C)C[C@H]1CN([C@@H](CC(C)C)CN2CCC[C@@H]2CN2C(=S)NC[C@@H]2Cc2ccc(O)cc2)C(=S)N1CCc1ccccc1	·	9.2µM*	13µM*
O=C(NCCCn1ccnc1)c1cc(-c2ccncc2)nc2ccccc12	-8%	-18%	6%
CC1=NN(C(N)=S)C(=O)C1N=Nc1ccccc1 (centres undefined)	-8%	?	?
O=C(NC1CCC(=O)N(CCSc2ccccc2)CC1)OCc1ccccc1 (centres undefined)	-1%	16µM*	?
CCOC(=O)C1=C(CN(CC)Cc2ccccc2)NC(=O)NC1c1ccc(OC)cc1 (centres undefined)	-3%	-9%	?
CCCc1[nH]nc2c1C(c1ccsc1)C(C#N)=C(N)O2 (centres undefined)	-1%	?	16µM*
C/C=C/c1cccc(-c2nc(C(=O)NC3CCC3)cc3c2[C@H](CCO)N(S(=O)C(C)(C)C)C3)c1 (some centres undefined)	·	?	?
Cc1ccc(S(=O)(=O)N2CC(O)CC2C(=O)OCC(=O)c2ccccc2Cl)cc1C (centres undefined)	-4%	-23%	-20%
O=C(Nc1ccccc1)c1cc2n(n1)C(C(F)(F)F)CC(C1CC1)N2 (centres undefined)	3%	6%	1%
CCOc1ccccc1CNC(=O)C1CCN(C(=O)c2sccc2-n2cccc2)CC1	-3%	?	?
CCc1n[nH]c(=S)n1/N=C/C(C)=C\c1ccccc1	?	-22%	14%
Cc1ccc(S(=O)(=O)NCC(=O)N(CC(=O)NCc2ccco2)Cc2cccs2)cc1	?	-13%	-19%
CCCS(=O)(=O)N1CCC(C(=O)NCc2ccc(F)cc2)CC1	-3%	-1%	6%
COc1cc(OC)cc(C(=O)NCC(=O)OCC(=O)NC(C)CCc2ccccc2)c1 (centres undefined)	-2%	6%	-22%
O=C(O)C1C2CCC(C2)C1C(=O)Nc1ccccc1 (centres undefined)	·	7%	1%
COc1ccc(NC(=S)Nc2cc(-c3ccccc3)[nH]n2)cc1Cl	-12%	?	22µM*
Cc1ccc(N2C(=O)C(CC(=O)Nc3cccc(F)c3)N(CCc3ccccc3F)C2=O)cc1 (centres undefined)	-12%	21µM*	16µM*

Of the compounds above, eleven have an aryl thioether with sulfur outside any ring:
SMILES	GCN5L2 inh	DT40 TDP1 no CPT	DT40 TDP1 CPT
O=C(CSc1nc2c([nH]c3ccccc32)c(=O)n1-c1ccc(Cl)cc1)NCc1ccccc1	-1%	?	?
CC1CCCCN1CCCNC(=O)c1cc(Sc2ccc(Cl)cc2)nc2ccccc12 (centres undefined)	4%	21µM*	18µM*
COC(=O)c1cccc(NC(=O)CCSc2ccc(Cl)cc2)c1C	3%	-28%	-16%
COCCn1c(SC(C(=O)Nc2cc(C)ccc2OC)c2ccccc2)nnc1-c1ccc(Cl)cc1 (centres undefined)	-5%	0%	-6%
CCOC(=O)CSc1nc2ccccc2c(=O)n1-c1ccc(C)cn1	1%	-8%	-6%
O=C(CSc1nnc(-c2ccc(Br)cc2)o1)N1CCN(C(=O)c2ccco2)CC1	-2%	18µM*	?
O=S(=O)(NCCSc1ccccn1)c1ccc(Cl)cc1	1%	-8%	11%
O=C(NCCc1ccccc1)c1cc(Sc2cccc(Cl)c2)nc2ccccc12	-3%	16µM*	?
COc1cc(NC(=O)CSc2ccc(-c3sc(-c4ccccc4)nc3C)nn2)cc(OC)c1	-8%	16µM*	-87%
CCn1c(CNc2ccc(Cl)cc2)nnc1SCCN1CCCCC1	0%	18µM*	21µM*
O=C(NC1CCC(=O)N(CCSc2ccccc2)CC1)OCc1ccccc1 (centres undefined)	-1%	16µM*	?

From PubChem
